Screening data as filed in PubChem BioAssay.
NR2E3 ag-1: inhibitors of NR2E3-RetCOR corepressor binding, primary screen, NR2E3 agonist project, biochemical, TR-FRET, GST-NR2E3, biotin-RetCOR | Photoreceptor-specific nuclear receptor (Homo sapiens), Q9Y5X4 | inhibition of corepressor binding, % at 4.78 µM | 1536-well | 320,000 tested, 0.12% active | AID 2300, 2010;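 active = percent inhibition above the cutoff of mean plus 3 SD of all tested compounds, set per screening campaign, cut at about 20% in these data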;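 also: 0% = DMSO wells and 100% = biotin wells as full block of FRET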
Target sequence (Q9Y5X4 whole entry, looked up): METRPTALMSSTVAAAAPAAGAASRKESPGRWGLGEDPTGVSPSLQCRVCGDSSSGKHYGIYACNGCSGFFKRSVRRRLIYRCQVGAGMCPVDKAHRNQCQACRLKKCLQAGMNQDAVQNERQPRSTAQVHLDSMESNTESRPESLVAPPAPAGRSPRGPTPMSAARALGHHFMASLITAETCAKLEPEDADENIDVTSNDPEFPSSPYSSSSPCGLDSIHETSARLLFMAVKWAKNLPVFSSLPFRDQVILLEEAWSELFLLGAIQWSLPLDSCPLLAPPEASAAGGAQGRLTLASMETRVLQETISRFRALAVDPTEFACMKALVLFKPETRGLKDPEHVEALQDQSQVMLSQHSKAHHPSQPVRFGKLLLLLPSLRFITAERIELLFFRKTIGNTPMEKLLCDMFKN
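Material: NR2E3–RetCOR corepressor complex / Amount: 1.35 nM GST-NR2E3 / Medium: Tris pH 7.5 / Compound: single nominal compound dose of 4.8 µM / Incubation: 5 h at 4 °C / Technique: TR-FRET, Eu(K)-anti-GST donor, streptavidin-D2 acceptor, ex 340, em 617/671 nm / Read-out basis: percent loss of FRET ratio relative to control wells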
hiPSC survival: enhancers of single-cell hiPSC survival, primary screen, ATPlite luminescence | AID 602274, 2012 | 360,000 tested, 0.044% active | survival enhancement, % at 20 µM | 100% = ROCK inhibitor wells, 0% = DMSO; in the data active = survival enhancement above about 18%;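 also: cells exposed to compounds for 16 hours before the ATP read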
EBV LMP1 NFkB: EBV LMP1-driven NF-kappaB luciferase reporter inhibitors, primary screen, cell-based, luminescence, single point; 350,000 tested, 0.69% active; LMP1-induced NF-kappaB luciferase reporter cells; AID 504558, 2011; inhibition, % at 12.5 µM; in the data active = inhibition above about 41%;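 also: 0% = neutral control wells and 100% = reference inhibitor control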
NR2E3 ag-2: NR2E3 agonists in two-hybrid cells, primary screen, cell-based, luminescence, CHO-S, Gal4-NCOR/VP16-NR2E3; Photoreceptor-specific nuclear receptor (Homo sapiens), Q9Y5X4; luciferase; inhibition of corepressor binding, % at 3.98 µM; 360,000 tested, 0.35% active; AID 602229, 2012;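 active = inhibition above the mean of all tested compounds plus 3 SD, cut at about 70% in these data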;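 also: 0% = DMSO with NR2E3 transfected cells and 100% = cells lacking NR2E3 construct; higher means lower luciferase signal from less NR2E3 corepressor binding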
CF NFkB block: inhibitors of PAF-induced NF-kB signaling, primary screen, cell-based, GFP fluorescence, uHTS | KKLEB NF-kB-GFP reporter, GFP fluorescence overnight | 360,000 tested, 0.86% active | inhibition, % at 5 µM;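 active = at least 50% inhibition at 5 µM, scaled per plate between neutral and stimulator controls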;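 also: PAF is a Pseudomonas aeruginosa culture filtrate used as stimulus; plate controls were PAF-stimulated DMSO wells for no effect and unstimulated DMSO wells for full effect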
Shn3 3UTR inh: reduction of Shn3 3'UTR firefly luciferase signal, primary screen, Schnurri-3 inhibitor project, cell-based, Clone20 osteoblasts, set 2; inhibition, % at 12.5 µM; 360,000 tested, 0.52% active; Clone20 osteoblast Shn3 3'UTR firefly luciferase, 24 h; AID 588674, 2011;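 active = mean inhibition of at least 75% with every replicate also reaching 75%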;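 also: 0% = median of neutral control wells and 100% = pilot-screen positive control compound; some compounds past the cut are filed as inactive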
KKLEB tox: cytotoxicity in KKLEB CF airway cells, primary screen, cytotoxicity control for CF NF-kB inhibitor project, cell-based, uHTS, fluorescence assay plates. activity change (cytotoxicity), % at 5 µM. 360,000 tested, 0.36% active. AID 602141, 2011. KKLEB CF airway cells viability, ATPlite luminescence, overnight; active compounds read low; cells stimulated with P. aeruginosa culture filtrate;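 active = corrected activity change at or below -50% at 5 µM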
Peg3 prom inh: Peg3 promoter-driven luciferase inhibitors, primary screen, cell-based, HeLa, luciferase luminescence; HeLa PEG-Prom luciferase reporter, overnight; inhibition, % at 20 µM; 360,000 tested, 1.7% active;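 active = inhibition of at least 50% at 20 µM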
HIF-2a block: HIF-2a reporter inhibitors, primary screen, luminescence, 786-0 RCC cells; inhibition, % at 18.8 µM; 360,000 tested, 0.72% active; 786-0 RCC cells HIF-2a reporter, luciferase luminescence, overnight; AID 624352, 2012;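 active = inhibition of the luminescence signal of 40% or more relative to plate controls, in a single-dose primary screen at 18.75 µM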
C8 TRAIL sens: viability loss with TRAIL in NB7+C8 cells, primary screen, TRAIL sensitizer project, cell-based, ATPlite luminescence. inhibition (viability loss, TRAIL sensitization), % at 10 µM. 360,000 tested, 1% active;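 active = compounds causing at least 50% loss of cell viability in the single-dose screen, relative to plate controls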
TRPM1 prom inh: inhibitors of MITF-dependent TRPM1 promoter reporter, primary screen, cell-based, SK-MEL-5, single point, luciferase | SK-MEL-5 TRPM1 promoter luciferase, 24 h | inhibition, % at 12.5 µM | 330,000 tested, 0.83% active | AID 488899, 2010;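 active = mean inhibition across replicates of 60% or more, whatever share of single replicates reaches that level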; also: values of inactives mirror those of a sister screen read the other way
An asterisk follows results filed as active; . = no result given. A portion of the library (hit frequency here may not be typical).

SMILES	NR2E3 ag-1	hiPSC survival	EBV LMP1 NFkB	NR2E3 ag-2	CF NFkB block	Shn3 3UTR inh	KKLEB tox	Peg3 prom inh	HIF-2a block	C8 TRAIL sens	TRPM1 prom inh
CC(C)N(CCNC(=O)C1CCN(S(=O)(=O)N2CCOCC2)CC1)Cc1ccccc1	3	3.1	8	-1	-7	1	1	4	17	8	15
Cc1ccc(C(=O)NCCc2cc3ccc(C)c(C)c3[nH]c2=O)cc1[N+](=O)[O-]	-2	-1.9	8	1	25	-9	-28	10	19	-14	2
COc1cc2oc3ccc(C#Cc4ccc(N)cc4)cc3c(=O)c2cc1OC	4	-0.6	-29	-77	-17	-38	-9	-108	-47	-2	-13
Cc1cccc(CN2[C@H](COC(=O)Nc3ccccc3)C=CS2(=O)=O)c1	.	3.1	.	-9	6	-7	-19	-8	4	1	.
O=C(COC(=O)Cc1ccc(Cl)cc1Cl)NCc1ccco1	.	4.5	16	5	-12	2	-4	6	6	-11	.
Cc1ccc(S(=O)(=O)N2CCCC2CNC(=O)C(=O)Nc2ccc(F)cc2)cc1 (stereo not given)	3	-0.4	-1	-13	28	21	-3	-30	-85	20	-19
Nc1nc(N2CCOCC2)cc(=O)[nH]1	2	6.1	-6	1	-6	-3	7	15	-3	6	-6
CC(=O)c1ccc(NC(=O)COc2ccccc2C(=O)Nc2ccccc2)cc1	-2	-0.4	-17	-12	-22	1	-10	-17	-90	15	-15
COc1ccc(NC(=O)c2ccc(COc3ccccc3)o2)cc1	-1	-1.1	-16	-6	-1	9	2	-44	-88	5	-12
CN(CC(=O)Nc1cc(S(=O)(=O)N2CCCCCC2)ccc1Cl)Cc1ccc2c(c1)OCO2	5	0.5	7	-19	6	81	7	19	17	4	.
Cc1ccc(-n2[nH]c(C)c(/C=C3/C=Nc4ccccc43)c2=O)cc1C	0	-0.7	-50	-5	7	-27	4	-44	-155	-6	-9
CCCC(C)NC1=NCCCCC1 (stereo not given)	2	3.6	1	-42	3	-12	6	-5	21	2	7
COc1ccc(C(=O)N/C(=C\c2ccco2)C(=O)NC2CCS(=O)(=O)C2)cc1 (stereo not given)	1	1.6	-1	-1	-18	-1	0	0	16	-1	2
Cc1cccc(NC(=S)NNC(=O)c2nn(C)cc2Cl)c1	-5	-0.8	3	-58	-2	-28	8	-71	-123	-20	5
Cc1cc(NC(=O)C(C)SCC(=O)N(C)CC(=O)Nc2ccc(Br)cc2C)no1 (stereo not given)	2	-0.4	5	-4	-7	4	-6	4	5	-14	-2
O=C(NCCNc1ccc([N+](=O)[O-])cc1)c1ccccc1Cl	.	-1.3	-2	12	-24	8	-1	9	5	0	.
O=S(=O)(NCc1ccco1)c1ccc2ccccc2c1	2	0.7	4	12	0	12	-5	-4	-18	13	-3
O=C(c1ccccc1[N+](=O)[O-])N1CCC(Cc2ccccc2)CC1	2	-2.7	18	-17	42	-24	2	21	21	-26	10
CS(=O)(=O)Nc1ccc(-c2n[nH]c(=S)n2-c2ccccc2)cc1	27*	0.6	-26	8	6	-3	-5	0	-10	8	3
COc1ccc(CNC(=O)CCCCCn2c(SCC#N)nc3cc4c(cc3c2=O)OCO4)cc1	5	-0.4	-6	-8	-14	8	-7	7	17	-4	11
CCC1CN(C(=O)N2CCC(C(=O)NCCc3ccccc3)CC2)c2ccccc2O1 (stereo not given)	1	1.1	4	10	7	16	-8	-3	2	-6	2
CC(=O)O/N=C/c1c(N2CCOCC2)n(C)c2ccccc12	-4	4.1	15	-12	6	26	-6	28	7	42	14
O=CNCCCc1nc2ccccc2n1CCc1ccccc1	.	-0.7	0	-5	-2	-14	6	-1	24	-1	7
CCCCCCN1C[C@@H](O)[C@H](n2cc(COC(=O)c3ccccc3)nn2)C[C@@H]1c1ccc(OC)cc1	.	1.8	-8	-2	-56	-5	14	-4	2	7	.
O=C(c1cc(F)c(F)c(F)c1F)N1CCN(C(=O)C2CCCO2)CC1 (stereo not given)	.	1.6	-5	-3	13	-35	0	5	10	-11	17

(next part)
SMILES	NR2E3 ag-1	hiPSC survival	EBV LMP1 NFkB	NR2E3 ag-2	CF NFkB block	Shn3 3UTR inh	KKLEB tox	Peg3 prom inh	HIF-2a block	C8 TRAIL sens	TRPM1 prom inh
CCN(CC)c1ccc(/C=N/NC(=S)NCc2ccccc2)cc1	2	-1.4	10	22	-6	15	2	5	-5	24	-7
CC(=O)Oc1ccc2c(=O)c(-c3ccccc3)coc2c1	2	-0.4	-11	-104	6	-27	5	-321	-281	12	-65
CC(C)Cn1c(-c2cc([N+](=O)[O-])ccc2Cl)nc2c1c(=O)[nH]c(=O)n2Cc1ccccc1	0	0.3	12	10	28	-3	-8	2	24	-8	5
CCCCNC(=O)CNC(=O)c1nn(-c2ccc(OC)cc2OC)c(=O)c2ccccc12	-3	-0.1	-3	-14	18	3	-24	-5	14	16	-6
Cc1nc(C)c(C(=O)Nc2cccc(Cl)c2)o1	5	-2.9	-4	-17	-10	-3	1	-24	-31	-3	-13
CC(C)(C)OC(=O)N/N=C\c1cccnc1	0	-2.6	-9	-29	-16	-31	8	-116	-135	49	-45
NS(=O)(=O)c1ccc(CCNC(=O)CCCNC(=O)c2ccc(Cl)cc2)cc1	-1	-0.3	1	-8	-3	-1	11	4	4	-3	-6
O=C(Nc1ccccc1)Nn1cnnc1	.	0.8	-3	-3	2	-7	-4	-24	15	-13	8
COc1ccc(/C=N/NC(=S)Nc2ccccc2)cc1COc1cccc(C)c1C	-2	0.7	-17	-16	-31	-3	14	8	-58	8	-5
COc1ccc(-c2nn(-c3ccccc3)cc2C(=O)NC2CCC(C)CC2)cc1 (stereo not given)	-1	0.1	-26	-9	-11	9	5	-13	-17	2	-8
CCOC(=O)Cn1nc(-c2ccc(F)cc2)oc1=O	3	4.0	0	-20	-8	-4	-1	-2	4	-8	-2
O=C(Nc1nccs1)C(c1ccccc1)N1CCCCC1 (stereo not given)	3	-0.7	3	-27	3	0	12	-1	16	-9	2
COCCCn1c(SCC(=O)n2c(C)c(C)c3ccccc32)nnc1-c1ccoc1C	-3	-0.9	-4	-11	14	12	0	-2	24	-2	20
CC(CC(=O)O)CC(=O)Nc1ccccc1C(=O)O (stereo not given)	3	1.2	0	-32	-2	9	-11	4	1	-27	2
c1ccc(Nc2cc(Nc3ccccc3)[nH]n2)cc1	3	-1.1	5	1	-13	6	4	-45	-110	-5	-18
N#Cc1nc(-c2cccs2)oc1N1CCN(Cc2ccccc2)CC1	4	-0.2	4	-24	21	5	8	-56	-103	-6	-10
O=C(NNC(=O)c1ccc(Cl)c([N+](=O)[O-])c1)c1ccncc1	1	-0.3	0	8	-2	-15	2	14	15	-10	8
CCN(Cc1ccncc1)C(=O)c1cc(COc2ccc(C)c(C)c2)on1	2	0.2	15	-14	3	30	1	14	-23	19	-2
CCC(CC)C(=O)c1c[nH]c(C(=O)NCc2ccco2)c1	-3	1.9	1	-4	-3	8	-2	16	11	13	-10
CC(C)C[C@@H](CO)N1CCN(Cc2ccc([N+](=O)[O-])cc2)CCC1=O	1	1.3	-1	10	6	-1	-6	10	8	-3	14
CC1Cc2cc(-c3csc(NC(=O)Cc4cccs4)n3)ccc2N1S(C)(=O)=O (stereo not given)	-3	-0.7	-4	10	-10	15	10	45	-22	45	20
COCCNc1nc2c(c(=O)n(Cc3ccccc3F)c(=O)n2C)n1C	-2	0.5	7	-19	-10	-4	0	17	19	-4	-13
C=CCOc1nc2c(c(=O)n(C)c(=O)n2C)n1Cc1ccc(Cl)cc1	-1	1.4	-4	-23	-2	83	-20	11	21	28	6
COC(=O)c1ccccc1NC(=O)COC(=O)CO/N=C(\C)c1ccc2c(c1)OCO2	1	-0.3	3	-5	9	-20	-12	9	13	3	-4
COc1ccc(C(=O)NC2CCN(C(=O)Nc3ccc(F)cc3)CC2)cc1	1	-0.2	11	-9	1	4	9	4	-3	-1	7

Further structures follow:
SMILES	NR2E3 ag-1	hiPSC survival	EBV LMP1 NFkB	NR2E3 ag-2	CF NFkB block	Shn3 3UTR inh	KKLEB tox	Peg3 prom inh	HIF-2a block	C8 TRAIL sens	TRPM1 prom inh
COc1ccc(C2=NS(=O)(=O)N(C)C(C(=O)N3CCCCC3C)=C2)cc1 (stereo not given)	5	-1.5	-8	21	-1	27	-4	-3	11	-2	.
O=C(/C=C/c1ccccc1Cl)NCc1ccccc1	-1	0.4	-9	-40	-18	-20	17	-118	-159	1	-40
COc1ccc(NC(=O)c2ccccc2NC(=O)c2cccs2)cc1	2	-0.5	-11	-2	-12	3	0	-63	-80	2	-4
Cn1cnnc1SCc1ccccc1	5	3.5	4	-24	-12	-14	-6	-25	-13	-1	-8
Cc1nc(NC(=O)CSc2nnc(-c3ccncc3)n2C)sc1C	1	0.3	-7	3	-18	0	2	-3	-1	2	-15
Cc1cc(C(O)c2ncc(-c3ccc(Oc4ccccc4)cc3)[nH]2)ccc1F (stereo not given)	.	1.2	.	5	1	18	2	24	-10	-17	.
CCCC(=O)C1=C(O)C(c2cccc(Oc3ccccc3)c2)CCC1=O (stereo not given)	-2	-1.2	-8	9	0	3	7	12	23	-4	-4
COc1ccccc1CCNC(=O)c1ccc(NC(=O)CC2SC(N3CCCCC3)=NC2=O)cc1 (stereo not given)	0	0.3	-9	-13	-37	-10	4	-11	0	-8	13
CCCCNC(=O)c1ccc2c(c1)C(=O)N(Cc1ccncc1)C2=O	.	-0.3	-10	-14	-5	-2	15	9	6	4	-11
COc1cccc(/C=N/N2C(=O)CSC2=S)c1O	0	-1.4	-4	-42	12	-29	18	-7	-61	3	0
CCOC(=O)c1c(NC(=O)c2cc(C)oc2C)sc(C(=O)Nc2ccc(Cl)cc2)c1C	2	0.2	-24	-144	-4	-33	2	-187	-182	-3	-59
Cc1c2n(c3ccccc13)CCN(C)C2	2	-3.1	6	1	-2	-10	6	-1	11	15	23

Full records from above. Values in the order: NR2E3 ag-1 | hiPSC survival | EBV LMP1 NFkB | NR2E3 ag-2 | CF NFkB block | Shn3 3UTR inh | KKLEB tox | Peg3 prom inh | HIF-2a block | C8 TRAIL sens | TRPM1 prom inh
Cn1cnnc1SCc1ccccc1 in the list: 5 | 3.5 | 4 | -24 | -12 | -14 | -6 | -25 | -13 | -1 | -8
O=C(/C=C/c1ccccc1Cl)NCc1ccccc1 in the list: -1 | 0.4 | -9 | -40 | -18 | -20 | 17 | -118 | -159 | 1 | -40
COc1ccccc1CCNC(=O)c1ccc(NC(=O)CC2SC(N3CCCCC3)=NC2=O)cc1 (stereo not given) in the list: 0 | 0.3 | -9 | -13 | -37 | -10 | 4 | -11 | 0 | -8 | 13
